Yeast eIF2B: modulators of yeast eIF2B activity. S. cerevisiae eIF2B-epsilon R284H, GCN4-lacZ luminescence. inhibition, % at 25 µM (by protocol). 27,000 compounds, 0.91% hits;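 active = mutant luminescence inhibited past about 50% while wild type luminescence and mutant growth stay under set limits, limit read from the data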; note: some compounds called inactive have numbers as strong as hits
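Times: 16 h growth with compound at 30 °C, 90 min Beta-Glo step; Assay system: yeast eIF2B-epsilon R284H mutant carrying GCN4–beta-galactosidase fusion; Measure: % inhibition of reporter signal and growth versus controls; Dosing: one concentration, 25 µM, 0.25% DMSO; Buffer or medium: YPD yeast growth medium; Measured by: Beta-Glo luminescence plus absorbance at 595 nm.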
Yeast tox: Inhibits yeast growth, turbidity readout; 30,000 compounds, 0.3% hits; growth inhibition, % at 25 µM (by protocol); AID 685; S. cerevisiae wild-type growth, A595 turbidity, 16 h;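 active = mutant and wild-type yeast strains alike exhibit over 30% growth inhibition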;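 note: 0% = untreated cell controls and 100% = YPD media blanks without cells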
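System: S. cerevisiae wild-type or eIF2Bepsilon-R284H mutant strain; times: 16 h growth with compound, 30 °C; signal: absorbance at 595 nm (turbidity); measure: growth inhibition (%) versus cell controls and blanks; compound: 25 µM single dose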
Yeast tox inhibition %: recorded beside Yeast tox, whose call it bears; growth inhibition, %; S. cerevisiae eIF2Bepsilon-R284H mutant growth, A595 turbidity, 16 h;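 each compound tested once at 25 µM; 0% equals untreated cells and 100% equals cell-free medium blanks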
Yeast eIF2B mutant toxicity: second read-out of Yeast eIF2B, no call of its own (marks repeat the call); growth inhibition, %; measured here: mutant yeast growth, toxicity;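 each compound tested once at 25 µM; zero equals untreated control growth and 100 equals blank medium absorbance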
* marks the source's active call; other numbers are inactive results; . = not tested or not shown. The list is partial (hit frequency here may not be typical).

entry	canonical_smiles	Yeast tox inhibition %	Yeast eIF2B mutant toxicity	Yeast tox	Yeast eIF2B
1	COc1ccc(N(CC(=O)Nc2cccc(C(F)(F)F)c2)S(C)(=O)=O)cc1	-14	-14	9	-6
2	Cc1cccc(C)c1NC(=O)Cn1c(CN2CCCCC2)nc2ccccc2c1=O	-8	-8	3	-1
3	COc1cccc(-n2nnnc2SCC(=O)NC2CCCC2)c1	9	9	18	12
4	CC1CCC(N2CCN(c3ncccn3)CC2)CC1 (stereo not drawn)	-9	-9	21	-1
5	CCc1nn(CC(=O)NCCCN(Cc2ccccc2)C(C)C)c(=O)c2cc3sccc3n12	7	7	7	10
6	COc1ccc(OCC(O)CNC(=O)c2ccc(Br)cc2)cc1 (stereo not drawn)	-15	-15	-12	-2
7	CCOCCCNC(=O)C(NC(=O)CNC(C)=O)c1ccc(C)cc1 (stereo not drawn)	10	10	2	12
8	CCc1nnc(NC(=O)CN2CCN(c3cccc(OC)c3)CC2)s1	-13	.	21	.
9	COc1cc(NC(=O)CCc2c(C)nc3nc(C)nn3c2C)cc(OC)c1	14	14	5	20
10	CCN1CCN(c2oc(-c3ccc(OC)cc3)nc2C#N)CC1	8	8	-11	27
11	N#C/C(=C\c1ccc(Sc2nc3ccccc3[nH]2)o1)c1ccccc1	4	4	-22	10
12	CCOC(=O)N1CCC(NC(=O)c2cc3c(-c4cccc(OC)c4)nn(C)c3s2)CC1	-31	-31	-13	1
13	CCC1=Nc2ccccc2-c2nnc(SC)nc2O1	-4	-4	-24	28
14	Cc1onc(-c2c(F)cccc2Cl)c1C(=O)Nc1nc2c(s1)CCCC2	-21	.	26	.
15	COc1ccc(CNC(=O)C(c2ccc(C)o2)N(Cc2cccs2)C(=O)Cc2cccs2)cc1 (stereo not drawn)	-13	-13	-28	4
16	O=C(OCc1ccccc1)c1ccc(Br)o1	-26	-26	22	10
17	CC(=O)C1=C(C)NC(=O)NC1c1cccs1 (stereo not drawn)	13	13	28	30
18	COc1ccc2nc(NC(=O)CCNS(=O)(=O)c3ccc4c(c3)oc(=O)n4C)sc2c1	9	9	10	18
19	N#Cc1cccc(NC(=O)c2ccccc2C(=O)O)c1	-18	-18	7	23
20	O=C(c1cccs1)N1CCN(CCc2ccccc2)CC1	0	.	2	-4
21	CC1CCCCN1CCCn1c(=S)[nH]c2ccccc2c1=O (stereo not drawn)	-4	-4	9	11
22	COc1ccc(OCc2ccc(C(=O)O)cc2)cc1	-12	-12	0	29
23	Cc1ccc(C(=O)c2c(C)oc3c2C(=O)C(=O)c2ccccc2-3)cc1	40	40	-16	19
24	CCCCn1c(-c2ccncc2)nc2c1c(=O)[nH]c(=O)n2CC(C)C	-4	.	14	.
25	COc1ccc(C2C(C#N)=C(N)Oc3n[nH]c(-c4ccccn4)c32)c(OC)c1OC (stereo not drawn)	9	9	6	8
26	COc1ccc(C2(C(=O)Nc3ccc(C(=O)O)cc3)CCOCC2)cc1	5	5	3	-12
27	O=c1nc2c(-c3ccccc3F)n[nH]n2c2ccccc12	-4	-4	-19	45
28	Cc1ccc(C(=O)CSc2nn3c(=O)c(C(C)(C)C)nnc3s2)cc1	-24	-24	-5	32
29	CSc1ccccc1-n1nnnc1SCc1ccccc1	.	.	.	-7
30	Cc1onc(-c2c(F)cccc2Cl)c1C(=O)NC1CCSC1=O (stereo not drawn)	8	8	-2	16

An excerpt from above, showing only Yeast eIF2B mutant toxicity, Yeast tox and Yeast tox inhibition %.
entry	SMILES	Yeast eIF2B mutant toxicity	Yeast tox	Yeast tox inhibition %
16	O=C(OCc1ccccc1)c1ccc(Br)o1	-26	22	-26
30	Cc1onc(-c2c(F)cccc2Cl)c1C(=O)NC1CCSC1=O (stereo not drawn)	8	-2	8

Next compounds:
entry	canonical_smiles	Yeast tox inhibition %	Yeast eIF2B mutant toxicity	Yeast tox	Yeast eIF2B
31	CCCN(CC1CC1)S(=O)(=O)c1ccc(-n2cnnn2)c(OC)c1	13	.	0	.
32	CC1CCN(S(=O)(=O)c2ccc3c(c2)c(=O)c(C(=O)NC2CCCC2)cn3C)CC1	-4	-4	18	17
33	CC(C)(C)C1CCC2(CC1)C(C#N)=C(SCC(=O)Nc1ccccc1)NC(=O)C2C#N (stereo not drawn)	-8	-8	6	25
34	Cc1nc2ccccc2n2c(O)c(CC(=O)O)cc12	-10	-10	-3	-4
35	CCn1c(SCCOc2ccc(OC)cc2)nnc1C(CO)NC(=O)c1ccc(OC)cc1 (stereo not drawn)	-4	.	-11	.
36	CCCCNC(=O)OC1CCS(=O)(=O)C1 (stereo not drawn)	3	.	-15	55*
37	COC(=O)COc1ccc(S(=O)(=O)Nc2ccc(C(N)=O)cc2)cc1	4	4	21	-3
38	O=C(c1cc(-c2ccncc2)nc2ccc(Br)cc12)N1CCN(c2ccccn2)CC1	17	17	-1	11
39	Cc1csc(NC(=O)CSc2nnc(-c3ccncc3)n2C)n1	2	2	11	-5
40	c1ccc(C2CC3CC(c4ccccc4)N2O3)cc1 (stereo not drawn)	0	.	4	6
41	O=C1c2ccccc2S(=O)(=O)N1CC(O)COc1ccc(Cl)cc1 (stereo not drawn)	9	9	4	26
42	COc1cc2cc(CN(Cc3nnnn3Cc3ccco3)C3CCCCC3)c(=O)[nH]c2cc1OC	7	7	7	30
43	Cc1c(NC(=O)c2ccc(Br)o2)cccc1C(=O)O	23	23	20	-14
44	Cn1cc(-c2nnc(-c3ccccc3)o2)c2ccccc21	-9	-9	2	10
45	O=C(CSc1nc2c(c(=O)n1-c1ccc(Cl)cc1)SCC2)NCc1ccco1	-11	-11	-4	7

Entries 30 through 45 from above:
entry	canonical_smiles	Yeast tox inhibition %	Yeast eIF2B mutant toxicity	Yeast tox	Yeast eIF2B
30	Cc1onc(-c2c(F)cccc2Cl)c1C(=O)NC1CCSC1=O (stereo not drawn)	8	8	-2	16
31	CCCN(CC1CC1)S(=O)(=O)c1ccc(-n2cnnn2)c(OC)c1	13	.	0	.
32	CC1CCN(S(=O)(=O)c2ccc3c(c2)c(=O)c(C(=O)NC2CCCC2)cn3C)CC1	-4	-4	18	17
33	CC(C)(C)C1CCC2(CC1)C(C#N)=C(SCC(=O)Nc1ccccc1)NC(=O)C2C#N (stereo not drawn)	-8	-8	6	25
34	Cc1nc2ccccc2n2c(O)c(CC(=O)O)cc12	-10	-10	-3	-4
35	CCn1c(SCCOc2ccc(OC)cc2)nnc1C(CO)NC(=O)c1ccc(OC)cc1 (stereo not drawn)	-4	.	-11	.
36	CCCCNC(=O)OC1CCS(=O)(=O)C1 (stereo not drawn)	3	.	-15	55*
37	COC(=O)COc1ccc(S(=O)(=O)Nc2ccc(C(N)=O)cc2)cc1	4	4	21	-3
38	O=C(c1cc(-c2ccncc2)nc2ccc(Br)cc12)N1CCN(c2ccccn2)CC1	17	17	-1	11
39	Cc1csc(NC(=O)CSc2nnc(-c3ccncc3)n2C)n1	2	2	11	-5
40	c1ccc(C2CC3CC(c4ccccc4)N2O3)cc1 (stereo not drawn)	0	.	4	6
41	O=C1c2ccccc2S(=O)(=O)N1CC(O)COc1ccc(Cl)cc1 (stereo not drawn)	9	9	4	26
42	COc1cc2cc(CN(Cc3nnnn3Cc3ccco3)C3CCCCC3)c(=O)[nH]c2cc1OC	7	7	7	30
43	Cc1c(NC(=O)c2ccc(Br)o2)cccc1C(=O)O	23	23	20	-14
44	Cn1cc(-c2nnc(-c3ccccc3)o2)c2ccccc21	-9	-9	2	10
45	O=C(CSc1nc2c(c(=O)n1-c1ccc(Cl)cc1)SCC2)NCc1ccco1	-11	-11	-4	7

(list continues)
entry	canonical_smiles	Yeast tox inhibition %	Yeast eIF2B mutant toxicity	Yeast tox	Yeast eIF2B
46	O=C1CSC(c2ccccc2)N1CC12CC3CC(CC(O)(C3)C1)C2 (stereo not drawn)	-20	-20	-28	-13
47	CCOc1ccc(OCC)c(C2C(C#N)=C(N)N(c3cccnc3)C3=C2C(=O)CC(C)(C)C3)c1 (stereo not drawn)	9	9	0	10
48	Cc1nc2nc(C)c(CCC(=O)Nc3ccc4c(c3)OCO4)c(C)n2n1	12	12	15	22
49	Cc1cc(=O)[nH]c2c1cnn2Cc1ccccc1	9	9	30	0
50	Cc1nnc(SCC(=O)Nc2ccc3c(c2)OCO3)o1	0	.	7	-16
51	C=CCn1c(SCC(=O)NCc2ccc3c(c2)OCO3)nnc1C1COc2ccccc2O1 (stereo not drawn)	-14	-14	3	22
52	COc1ccccc1NS(=O)(=O)c1ccc(NC(C)=O)cc1	-4	-4	3	27
53	CC(C)(O)c1nnn(-c2ccccc2)c1C(F)(F)F	7	.	-2	.
54	COc1ccc(OC)c(NC(=O)Nc2cccc3ccccc23)c1	0	.	-11	3
55	COc1ccc(C(=O)Nc2ccccc2C(=O)N(Cc2ccco2)C(C(N)=O)C(C)C)cc1 (stereo not drawn)	-33	-33	-2	5
56	CC1=CC(C)(C)N(S(=O)(=O)c2ccc(F)cc2)c2ccc(C)cc21	0	.	15	.
57	O=c1cc(O)n(-c2ccc(F)cc2)c(=S)[nH]1	14	14	-2	6
58	Cc1nnc(NC(=O)c2c(-c3ccccc3)noc2C)s1	19	.	35	.
59	O=C1c2ccccc2CC1Sc1nnc(-c2ccccn2)o1 (stereo not drawn)	18	18	-17	7
60	O=C(CN1CCCCCC1)N1c2ccccc2C=Cc2ccccc21	3	3	24	15
61	COc1ccc(Cn2nnnc2C(C(C)C)N2CCc3ccccc32)cc1 (stereo not drawn)	-24	-24	-19	20
62	CCc1cc(C(=O)NNC(=S)Nc2cc(C)ccc2C)cs1	3	3	-2	2
63	CCC(C)(C)n1nnnc1CN1CCC(O)(c2cccc(C(F)(F)F)c2)CC1	-20	.	-30	.
64	Cc1ccc2cccc(OC(=O)c3ccc4c(c3)OCCO4)c2n1	-2	-2	17	-3
65	CC(=O)Nc1cc2c(=O)n(Cc3ccccc3)c(C)nc2cc1N1CCOCC1	4	4	19	7
66	CCN(CC)C(=O)c1cnn(-c2ccccc2)c1NC(=O)c1cccc(F)c1	8	.	-10	.
67	CCC(=O)N(c1ccc(F)cc1)C1C=CS(=O)(=O)C1 (stereo not drawn)	3	3	-9	16
68	CN1C(=O)N(C)C2(c3ccccc3)N(C)C(=O)NC12c1ccccc1 (stereo not drawn)	-9	-9	-14	9
69	COc1cccc(C(=O)Nc2ccc(N3CCN(Cc4ccccc4)CC3)cc2)c1	15	15	6	28
70	CC(C)(C)C(=O)Nc1nc(C2CCCN2S(=O)(=O)c2ccc(Cl)cc2)cs1 (stereo not drawn)	20	.	23	.
71	Cc1nc(CSc2nnc3scc(-c4ccccc4)n23)cs1	-14	-14	11	39
72	Cc1ccc(-c2ccc(OCC(=O)N3CCOCC3)cc2)cc1	-4	.	-18	.
73	Cc1cccc(C)c1OCCn1nc(C(=O)O)c2ccccc2c1=O	19	.	5	.
74	Cc1nc(NCCCn2ccnc2)c2oc3ccccc3c2n1	12	12	5	28
75	CN(Cc1ccccc1)C(=O)c1cc2ccccc2o1	12	.	34	.
76	CN(c1cccc(NC(=O)c2ccccc2N(C)S(C)(=O)=O)c1)S(C)(=O)=O	13	13	-2	-2
77	CC(=O)Nc1ccc(Nc2ncnc3c2cnn3-c2ccccc2)cc1	-52	-52	4	11
78	O=C(Nc1ccc(F)cc1F)c1ccco1	-8	-8	7	50
79	CN1CCN(c2ccc(NC(=O)Cc3ccccc3)cc2)CC1	.	.	.	13
80	CC(C)COC(=O)c1nnsc1NC(=O)Nc1ccccc1	-33	-33	-8	-51
81	CNc1nn(-c2cccc(Cl)c2)nc1N	-8	-8	10	26
82	Cc1ccc(N2CC(C(N)=O)CC2=O)cc1C (stereo not drawn)	-14	-14	-16	6
83	Cc1noc(C)c1CSc1nnc(-c2cc(Cl)ccc2Cl)n1N	-41	-41	-3	26
84	COc1cc2c(cc1OC)-c1cc(NC3CCCCC3)nc(=O)n1CC2	15	15	7	-7
85	CCn1ncc(Cl)c1C(=O)Nc1ccncc1	0	.	-2	9
86	N#CC1=C2SCCN2C(=O)C(C#N)C12CCCCC2 (stereo not drawn)	11	11	5	23
87	COc1ccc(CN(C(=O)c2cc3ccccc3oc2=O)C2CCCC2)cc1	-17	.	0	.
88	CCN1CCN(C(C(=O)NC2CCCCC2)c2ccc(Cl)cc2)CC1 (stereo not drawn)	-10	-10	13	19
89	O=c1c2c(nc3nc(SCc4ccccc4)[nH]n13)CCC2	-4	-4	-14	25
90	Cc1cc(NS(=O)(=O)c2ccc(NC(=O)C(C)N3C(=O)c4ccccc4C3=O)cc2)nc(C)n1 (stereo not drawn)	28	28	1	7
91	COCCCNC(=O)CCn1c(=O)c2ccccc2n(CC(=O)Nc2ccc(C)cc2C)c1=O	4	4	-7	-25
92	COc1cc(C)c(S(=O)(=O)N2CCOCC2)cc1C	13	13	-12	27
93	O=C(O)CCC(=O)NC1CCCCCCC1	16	16	14	18
94	COC(=O)c1ccc(CSc2nc3c(cnn3-c3ccccc3)c(=O)[nH]2)o1	-8	-8	-30	1
